Assay outcomes as filed in PubChem.
Giardia killer: kills Giardia lamblia; Giardia lamblia trophozoite viability; activity change, % at 7.66 µM, hits read low; actives 0.15% (n = 340,000); in the data active = activity change below about -80%; inconclusive = between about -30% and that limit;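 also: parasites exposed to compound for two days anaerobically before the ATP read; % is scaled to controls: 0 for no effect and ±100 for the full control effect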
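Each well holds 100 Giardia trophozoites and compound. After two days (48 hrs) at 37 deg C in anaerobic conditions, ATP is quantified by luminescence.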
B2AR arrestin: agonists driving beta-arrestin recruitment to human beta2-adrenergic receptor; actives 0.02% (n = 330,000); beta-arrestin recruitment to beta2AR, cell-based reporter; Potency, µM (highest dose often 46.1 µM), inactives show at the highest dose activation, actives largely listed as activators; P07550;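 also: potency is read from the fitted curve at half-maximal effect; 0% = DMSO controls and full agonism = EC100 isoproterenol or metaproterenol; nearly all actives have a fitted effect of over 65% in size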
PTAP TSG101 blk: blocks PTAP/TSG101 interaction to inhibit HIV-1 budding | Q99816 | Fluorescence polarization, FITC-PTAP peptide / Tsg101 binding | Potency, µM (doses to about 115 µM), for inactives: top-dose activity change, negative = inhibition, hits mostly inhibitors | 340,000 tested, under 10 active | AID 493005; active = well fitted inhibition curve with a large enough effect in the main read-out, with a control signal flat, not every such curve was filed as active; inconclusive = small, poorly fitted or top-dose-only effect, or effect the other way, or a change in a side signal; inactive = no such curve, though single readings can be large or run the other way; also: potency is read from the fitted curve at half-maximal effect; % of control where 0% means no effect
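Fluorescence anisotropy tracks displacement of a FITC-tagged PTAP peptide (50 nM) from the Tsg101 binding domain (10 uM), following a 20 min room-temperature incubation at pH 7.5.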
Tb PFK inh: blocks T. brucei phosphofructokinase. T. brucei PFK, ADP-Glo luminescence. AID 485367. actives 0.17% (n = 330,000). O15648. Potency, µM (highest dose often 57.5 µM), inactives show top-dose activity, negative = inhibition, usual class: inhibitors;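 also: potency is read from the fitted curve at half-maximal effect; 0% = uninhibited 1x PFK enzyme wells and -100% = no-enzyme wells; nearly all actives have a fitted effect of over 60% in size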
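PFK 1.25 nM, F6P 0.5 mM, ATP 0.1 mM, 0.1 M TEA pH 8.0, 5 mM MgCl2, 0.01% Tween20, 0.1% BSA; 45 min RT. ADP-Glo readout. qHTS titration up to 57 uM; curves fitted, compounds curve-classed.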
Coupling enz: counter-screen for Giardia aldolase inhibitors: coupling enzyme system | coupling enzyme system counterscreen, AmpLite Red fluorescence | activity change, negative = inhibition, % at 58.2 µM, hits read low | actives 0.67% (n = 290,000) | AID 2472; in the data active = activity change below about -30%; also: % is scaled to controls: 0 for no effect and ±100 for the full control effect
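Final compound at 57.5 uM, incubated 10 min at RT with coupling enzyme reagent (glyceraldehyde-3-phosphate), then 20 min with substrate and AmpLite Red detection. Fluorescence read at 525/598 nm; tests interference with the coupling assay, not aldolase inhibition.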
Menin MLL FP TR: menin-MLL binding inhibition, Texas Red mutant peptide; Potency, µM (titrated, usually from 61.6 µM), for inactives: at the highest dose FP activity change, negative = inhibition, actives largely listed as inhibitors; Menin + Texas Red MLL mutant peptide, fluorescence polarization; actives 0.23% (n = 270,000); active = well fitted inhibition curve with a large enough effect in the polarisation, with a control signal flat, not every such curve was filed as active; inconclusive = small, poorly fitted or top-dose-only effect, or effect the other way, or a change in a side signal; inactive = no such curve, though single readings can be large or run the other way; the % refers to the polarisation; also: potency is read from the fitted curve at half-maximal effect; % of control where 0% means no effect; many of its hits are not listed in these tables
Target sequence (O00255 whole entry, looked up): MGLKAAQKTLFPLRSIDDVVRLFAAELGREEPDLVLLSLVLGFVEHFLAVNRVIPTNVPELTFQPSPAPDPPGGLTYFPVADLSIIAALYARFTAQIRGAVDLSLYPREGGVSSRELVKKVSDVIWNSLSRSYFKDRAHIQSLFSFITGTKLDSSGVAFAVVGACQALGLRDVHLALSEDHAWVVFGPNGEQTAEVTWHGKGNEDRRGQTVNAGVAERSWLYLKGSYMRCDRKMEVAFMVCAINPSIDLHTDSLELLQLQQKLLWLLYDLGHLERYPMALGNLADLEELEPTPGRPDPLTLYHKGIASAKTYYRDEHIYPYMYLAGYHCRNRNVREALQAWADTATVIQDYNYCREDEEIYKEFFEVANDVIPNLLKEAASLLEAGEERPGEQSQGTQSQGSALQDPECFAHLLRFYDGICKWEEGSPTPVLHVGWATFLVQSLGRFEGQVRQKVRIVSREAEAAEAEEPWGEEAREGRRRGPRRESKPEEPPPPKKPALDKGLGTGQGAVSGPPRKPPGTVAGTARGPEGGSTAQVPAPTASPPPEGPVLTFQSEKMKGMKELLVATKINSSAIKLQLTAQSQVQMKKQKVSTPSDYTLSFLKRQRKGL
Integrin act MD: integrin-mediated muscular dystrophy alleviation activation; Potency, µM (highest dose often 38.3 µM), without a hit: top-dose activation, most hits filed as activators; actives 0.064% (n = 350,000); alpha7betagal myoblasts, beta-gal FDG fluorescence, 48 h;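 also: potency is read from the fitted curve at half-maximal effect; 100% = response of the positive control SU9516; nearly all actives have a fitted effect of over 60% in size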
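Alpha7betagal+/- myoblasts (passage 13) were plated 16-24 hr, then exposed to compounds (1:260 dilution of DMSO stock) for 48 hours at 37C. After MPER lysis, β-galactosidase reporter activity was read as FDG fluorescence (ex 480/em 540) after 30 minutes.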
ASM inhibitor: blocks human secretory acid sphingomyelinase; Potency, µM (highest dose often 57.5 µM), for the others: at the highest dose activity change, negative = inhibition, usual class: inhibitors; AID 504937; placental ASM, HMU-PC fluorogenic substrate, 60 min; actives 0.006% (n = 340,000); P17405; also: potency is read from the fitted curve at half-maximal effect
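Steps: dispense placental human ASM, pin compound, wait 10 min at room temperature, add HMU-PC0 substrate at 9 uM final, incubate 60 min at 37 °C, add stop solution raising pH to 10, read fluorescence.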
GALK inh: blocks human galactokinase activity | P51570 | actives 0.007% (n = 270,000) | Purified GALK, Kinase-Glo residual ATP luminescence | Potency, µM (titrated, usually from 57.5 µM), inactives show at the top dose activity change, negative = inhibition, hits mostly inhibitors; also: potency is read from the fitted curve at half-maximal effect; % is scaled to controls: 0 for no effect and ±100 for the full control effect
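ATP-depletion format; final 35 uM ATP, 100 uM D-galactose, 5 nM enzyme; pH 8.0 HEPES/Mg2+ buffer; 60 min RT; luminescence read 10 min after detection reagent.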
PKM2 activator: PKM2 (human) enzyme activation; purified PKM2, Kinase-Glo ATP luminescence, activation; response scale: 0% is enzyme alone, no compound; actives 0.34% (n = 260,000); AID 1631; Potency, µM (highest dose often 57.5 µM), without a hit: at the highest dose activation, usual class: activators; also: potency is read from the fitted curve at half-maximal effect; % is scaled to controls: 0 for no effect and ±100 for the full control effect; nearly all actives have a fitted effect of over 55% in size
Target sequence (P14618 whole entry, looked up): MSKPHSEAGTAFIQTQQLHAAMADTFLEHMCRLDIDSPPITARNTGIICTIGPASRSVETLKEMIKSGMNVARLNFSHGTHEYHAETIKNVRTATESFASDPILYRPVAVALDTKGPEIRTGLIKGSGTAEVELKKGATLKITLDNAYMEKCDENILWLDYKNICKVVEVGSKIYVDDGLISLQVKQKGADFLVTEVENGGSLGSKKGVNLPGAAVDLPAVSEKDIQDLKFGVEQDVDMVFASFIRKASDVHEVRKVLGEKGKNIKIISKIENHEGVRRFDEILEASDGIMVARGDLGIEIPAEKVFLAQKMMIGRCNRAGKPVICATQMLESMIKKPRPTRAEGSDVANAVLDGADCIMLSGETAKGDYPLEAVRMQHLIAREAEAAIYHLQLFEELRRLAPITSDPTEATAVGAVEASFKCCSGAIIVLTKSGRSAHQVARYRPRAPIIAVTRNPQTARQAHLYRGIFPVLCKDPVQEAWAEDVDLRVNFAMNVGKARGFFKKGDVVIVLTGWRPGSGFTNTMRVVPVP
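Kinase-Glo luminescence reports ATP generated from ADP (0.1 mM) and PEP (0.5 mM) by purified hPK-M2 after 1 h at room temperature, pH 7.2 imidazole buffer; intermediate enzyme activity allows detecting inhibitors and activators.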
Chronic BCR inh: inhibitors of chronic active B-cell receptor signaling. actives 0.05% (n = 340,000). ABC-DLBCL IkBa-CBG/CBR reporter, luminescence ratio, 4 h. Potency, µM (highest dose often 46.1 µM), inactives show top-dose ratio change, negative = lower green/red ratio, hits mostly inhibitors. AID 493014; active = well fitted inhibition curve with a large enough effect in the signal ratio, with a control signal flat, not every such curve was filed as active; inconclusive = small, poorly fitted or top-dose-only effect, or effect the other way, or a change in a side signal; the % refers to the signal ratio;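 also: potency is read from the fitted curve at half-maximal effect; plate controls were basal doxycycline-induced cells for no effect and cells given 10 µM MG132 for full effect; MG132 reads +100%, hits lower the ratio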
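TMD8 human ABC-DLBCL cells with doxycycline-inducible IκBα–green luciferase fusion and unfused red luciferase, in 0.5% FBS medium; compounds up to 46 uM, 4 h at 37C. Green/red luminescence ratio, filter-overlap corrected, fitted to concentration-response curves.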
The depositor's hits bear a star; ? = inconclusive; . = not tested or not shown; [ ] = remark or other dose. Unless noted, calls follow the shape of the dose curve; as a rule, active = well fitted curve in the direction sought with a large enough effect; inconclusive = small, poorly fitted or top-dose-only effect, or another doubt; inactive = no such curve, though single readings can be large; an effect the other way counts as inactive or inconclusive.

SMILES | Giardia killer | B2AR arrestin | PTAP TSG101 blk | Tb PFK inh | Coupling enz | Menin MLL FP TR | Integrin act MD | ASM inhibitor | GALK inh | PKM2 activator | Chronic BCR inh
COC(=O)c1c(C)oc(C)c1S(=O)(=O)NC(C)(C)C | -12 | 0.6% | 6% | -6% | 2 | . | 7% | 6% | 0% | -3% | 4%
COc1ccc(CNC(=O)CN(C(=O)CCC(=O)Nc2ccccn2)c2cccc(C)c2C)cc1 | 4 | -0.1% | -7% | -4% | 0 | -2% | 19% | -1% | 0% | 0% | ?
Cc1ccc(N=Cc2ccc[nH]2)c(O)c1 | 0 | -0.3% | 0% | -8% | -34* | -14% | 13% | -4% | 2% | -1% | 3%
CC(=O)Nc1ccccc1Oc1ccccc1 | -14 | 1.1% | -6% | -1% | 0 | 5% | 2% | 1% | 1% | -1% | 2%
CC(C)c1ccc(NC(=O)Cc2cn(C)c3ccccc23)cc1 | -5 | 0.1% | 1% | -6% | 3 | 18% | 7% | -6% | 0% | -5% | ?
O=c1c2c(-c3ccc([N+](=O)[O-])cc3)csc2nc2n1CCC2 | 2 | -0.8% | 0% | -5% | -1 | 26% | 0% | -2% | -4% | -3% | 0%
Cc1cccc(NC(=O)COC(=O)Cc2c[nH]c3ccccc23)c1C | -17 | -0.6% | 2% | 8% | 3 | 22% | 24% | -4% | 0% | -4% | ?
CC(=O)c1ccc(OCc2cc(C(=O)N3CCOCC3)no2)cc1 | 15 | 0.3% | 0% | 0% | -1 | 14% | 21% | 4% | -2% | -1%[0.46 µM] | 7%
O=C(Nc1cc(Sc2nc3ccccc3s2)cc([N+](=O)[O-])c1)c1ccccc1F | -1 | -0.4% | -1% | 0% | -4 | ? | -55%[inhibitor] | -15% | -1% | -4% | 8%
COC(=O)/C(=C/c1ccc(OC)cc1)NC(=O)c1ccco1 | 15 | -0.7% | 0% | -15% | 4 | -1% | 0% | -1% | 1% | 1% | -5%
Cc1ccc(-c2csc3nc(C)n(N)c(=O)c23)o1 | 12 | -0.2% | -9% | 4% | -3 | 6% | 8% | -3% | -1% | 7% | ?
O=C(COC(=O)/C=C/c1ccc(S(=O)(=O)N2CCOCC2)cc1)Nc1ccccc1F | 19 | -1.1% | 0% | 0% | . | . | -2% | -2% | . | . | 0%
COc1ccc(NS(=O)(=O)c2cc(-c3cnc(C4CC4)o3)ccc2C)cc1 | 34[activator] | 0.1% | 1% | -2% | . | . | -33% | -13% | -6% | . | 13µM*
O=C(O)c1cc(C(=O)C2CC2)c[nH]1 | -23 | 0.2% | -4% | 1% | 2 | -9% | 25% | -1% | 2% | 6% | 2%
O=C(O)CC(NC(=O)/C(=C/c1ccccc1)NC(=O)c1ccccc1)c1ccccc1 (stereo not given) | -17 | 0.0% | 0% | -3% | . | . | ? | 0% | 5% | . | -10%
CC(C)CCSc1nc2[nH]ncc2c(=O)[nH]1 | 1 | -0.2% | 0% | -5% | 4 | -1% | 20% | 0% | 8% | 1% | -23%
COc1cccc(C(c2sc3ncnn3c2O)N2CCN(C(=O)c3ccco3)CC2)c1 (stereo not given) | -12 | -0.1% | 1% | -5% | 0 | 1% | 11% | 0% | 0% | 7% | -11%
COC(=O)C1CCN(Cc2cn(Cc3ccccc3)nc2-c2cc3ccccc3o2)CC1 | 11 | 0.2% | -3% | 3% | 0 | -16% | -31% | -2% | 0% | -1% | -18%
Cc1cccc(N(CC(=O)NCCc2ccccc2)C(=O)CCC(=O)Nc2ccccn2)c1C | 33[activator] | -0.2% | 2% | 4% | -2 | ? | 15% | 1% | 0% | 2% | ?
CC(C)C(c1nnnn1C1CCCCC1)N1CCc2ccccc2C1 (stereo not given) | -9 | -1.4% | -8% | 2% | -28 | ? | -25% | -2% | 1% | 15% | 1%
CCOC(=O)[C@H]1[C@H]2COc3ccccc3[C@@H]2N2C(=O)CN(Cc3ccccc3)C(=O)[C@@]12C | 10 | 0.1% | -1% | 5% | . | . | 29% | -2% | . | . | -1%
COC(=O)CSc1nc(NCc2ccccc2)nc(N(C)C)n1 | 12 | -0.8% | -6% | 7% | 3 | ? | 11% | -2% | -2% | 0% | -3%
CCC(=O)Nc1ccc(NC(=O)c2cc3ccccc3o2)c(OC)c1 | -4 | -1.0% | -4% | -1% | 1 | 27% | ? | 10% | -1% | 0% | 10%
COc1ccc(Cl)cc1NC(=S)N1CCN(C(=O)c2ccco2)CC1 | -6 | -0.1% | -2% | -1% | 2 | 0% | -21% | 1% | -1% | -2% | ?
O=C(NC1CCN(Cc2ccccc2)C1)c1cc(COc2ccc(F)cc2F)on1 (stereo not given) | 11 | -0.3% | -4% | 4% | -5 | -17% | 16% | -2% | 1% | -7% | -13%

(cont.)
SMILES | Giardia killer | B2AR arrestin | PTAP TSG101 blk | Tb PFK inh | Coupling enz | Menin MLL FP TR | Integrin act MD | ASM inhibitor | GALK inh | PKM2 activator | Chronic BCR inh
COc1ccc(NS(=O)(=O)c2cccc(C(=O)NC3CCN(Cc4ccccc4)CC3)c2)cc1 | -18 | 0.3% | -1% | 0% | . | . | -55%[inhibitor] | 1% | -5% | 0% | 1%
CCCNC(=O)COC(=O)c1ccc(S(=O)(=O)N2CCCC2)cc1 | -5 | -0.1% | -5% | -4% | 0 | -6% | -29% | 6% | 7% | -3% | 5%
CCOC(=O)c1cc(C(=O)NC(C)c2ccccc2)c(C)[nH]c1=O (stereo not given) | -1 | -1.2% | 4% | 0% | 4 | -2% | 12% | 6% | 5% | -1% | 1%
CC(C)c1ccc(NC(=O)C2CCN(S(=O)(=O)c3ccc4c(c3)C(C)(C)C(=O)N4C)CC2)cc1 | -2 | 0.1% | 4% | 1% | -3 | 20% | 5% | -1% | . | -4% | 15%
O=C(CN1CCN(c2ccc(C(F)(F)F)cn2)CC1)NCc1ccc2c(c1)OCO2 | 1 | -0.9% | -1% | 5% | 1 | . | -8% | -2% | . | 2% | 1%
CSCCC(NC(=O)c1ccco1)C(=O)NCC(C)(C)N1CCOCC1 (stereo not given) | -1 | -0.1% | -4% | 0% | . | . | ? | 8% | . | . | 8%
COc1ccc(C(=O)Nc2ncccc2C)cc1S(=O)(=O)N1CCOCC1 | -4 | -0.2% | 1% | -7% | . | . | 26% | 2% | . | . | 7%
Cc1cc(C)n(C(=O)CNC(=O)c2cccc(Cl)c2)n1 | 24 | 0.1% | -3% | 1% | 0 | 1% | 16% | 0% | -2% | -2% | ?
Cn1c(NCc2ccco2)nc2ccccc21 | 0 | -0.3% | -11% | 0% | 3 | -25% | 7% | -1% | -1% | -3% | 7%
CCC1CCCCN1CCCNC(=O)Cn1cc2c(n1)-c1c(oc(C(=O)N3CCCC3)c1C)CC2 (stereo not given) | 8 | -0.5% | -3% | -5% | . | . | -14% | 0% | 5% | . | -3%
CC(NC(=O)Nc1ccccc1)C(c1cccs1)N1CCN(C)CC1 (stereo not given) | 3 | 0.0% | -4% | 2% | -1 | -7% | 0% | 3% | 0% | 5% | 9%
CCOC(=O)c1c(-c2cccc([N+](=O)[O-])c2)csc1NC(=O)C1CC1 | 5 | -0.6% | 1% | 0% | -15 | 10% | 6%[7.66 µM] | -9% | 1% | 1% | 2%
CCCc1sc(C(=O)Nc2nnc(C3CC3)s2)cc1CC | 20 | 0.0% | -8% | 2% | . | . | -2% | -1% | . | . | 6%

A draw from above in order of molar mass, highest first:
SMILES | Giardia killer | B2AR arrestin | PTAP TSG101 blk | Tb PFK inh | Coupling enz | Menin MLL FP TR | Integrin act MD | ASM inhibitor | GALK inh | PKM2 activator | Chronic BCR inh
COc1ccc(CNC(=O)CN(C(=O)CCC(=O)Nc2ccccn2)c2cccc(C)c2C)cc1 | 4 | -0.1% | -7% | -4% | 0 | -2% | 19% | -1% | 0% | 0% | ?
CCOC(=O)[C@H]1[C@H]2COc3ccccc3[C@@H]2N2C(=O)CN(Cc3ccccc3)C(=O)[C@@]12C | 10 | 0.1% | -1% | 5% | . | . | 29% | -2% | . | . | -1%
COc1ccc(Cl)cc1NC(=S)N1CCN(C(=O)c2ccco2)CC1 | -6 | -0.1% | -2% | -1% | 2 | 0% | -21% | 1% | -1% | -2% | ?
CC(C)C(c1nnnn1C1CCCCC1)N1CCc2ccccc2C1 (stereo not given) | -9 | -1.4% | -8% | 2% | -28 | ? | -25% | -2% | 1% | 15% | 1%

Not all compounds are listed. The share of hits here may be higher or lower than overall.
